Screening results as filed in PubChem BioAssay.
INS-1E GSIS act: GLuc luminescence reporter in INS-1E cells, primary screen for activators of glucose-dependent secretion of insulin. activation, % at 16.6 µM. AID 743287. INS-1E GLuc reporter insulin secretion, 2-3 h. actives 0.61% (n = 370,000);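 active means lowest replicate activation of at least 40%, so every replicate reaches that level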;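 further: 0% = median of neutral control wells and 100% = median of IBMX positive control wells; some compounds called inactive have numbers as strong as hits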
CFTR F508del cor: correctors of CFTR F508del function in bronchial epithelial cells; CFBE cells, YFP halide quenching; stimulated with forskolin plus potentiator P3; % fluorescence drop versus neutral controls; activity (quench increase), % at 7.58 µM; actives 0.36% (n = 350,000);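 active means mean added fluorescence quench of at least 8% versus neutral control, with both replicates also reaching 8%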;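 further: cells transiently co-express mutant CFTR-F508del with the halide-sensitive YFP; corrector assay measuring rescue of mutant channel to the surface after 24 h compound exposure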
FN deposition inh: fibronectin deposition inhibition | AH1F fibroblasts, Alexa488-fibronectin deposition fluorescence, overnight | inhibition, % at 12.6 µM | actives 0.086% (n = 350,000) | AID 743247;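 active means mean inhibition across replicates of 30% or more, regardless of how many single replicates reach that level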;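 further: positive control wells lacked labelled fibronectin entirely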
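Test system: AH1F fibroblast monolayer depositing Alexa488-labelled fibronectin into matrix. Input: 10000 cells per well. Technique: fluorescence, ex 485 nm, em 525 nm. Buffer or medium: DMEM plus 2% serum, read in PBS. Timing: 1 h cell adhesion before compound, then overnight fibronectin incubation. Compound: single dose, pinned. Read-out basis: inhibition from reduced deposited-fibronectin fluorescence.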
* hit, by the source's call; & = joins results of further samples. Not all compounds are listed; rates above refer to the full screens.

SMILES	INS-1E GSIS act	CFTR F508del cor	FN deposition inh
O=C(N/N=C/c1ccc[nH]1)c1ccccc1O	-9.6	-2.5	6.7
Cc1ccc(N2C(=O)C(NC(=O)c3ccccc3)(C(F)(F)F)C3=C2CC(C)(C)CC3=O)cc1 (centres undefined)	5.5	-1.7	-3.5
COc1cccc(C2=NOC(C(=O)Nc3ccc4c(c3)OCO4)C2)c1 (centres undefined)	-0.7	-1.8	4.6
CN(C)S(=O)(=O)c1ccc(NC(=O)/C=C/c2ccccc2Cl)cc1	-30.3	0.2	5.1
COc1ccc(C(NC(=O)/C=C/c2ccco2)c2ccc(OC)c(OC)c2)cc1OC	14.3	-0.2	-1.3
COc1cc([N+](=O)[O-])ccc1NC(=O)/C=C/C(=O)O	3.9	-3.2	-20.3
Cc1cc(C)cc(NC(=O)Cn2nnc3ccccc3c2=O)c1	-1.0	-1.7	18.7
O=C(NCc1ccccc1)[C@@H]1CCCN1C(=O)[C@H]1CCCN1C(=O)c1ccc(Cl)cc1	-3.7	2.8	4.3
CCCN(C)C1CN(Cc2cn(CCCC(=O)OC)nn2)S(=O)(=O)C1 (centres undefined)	40.6	-0.8	7.7
Cc1ccc(NC(=O)c2ccc3c(c2)C(=O)N(CC2CCCO2)C3=O)cc1C (centres undefined)	-2.2	-2.0	5.1
CCOC(=O)c1c(C)[nH]c(C(=O)OCc2nc3ccsc3c(=O)[nH]2)c1C	28.4	-1.3	-0.7
CCN1Cc2c(/C=C/c3ccccc3)nc3ccc(OC)cc3c2N(c2cccc(Cl)c2)C1	2.4	0.7	0.9
O=C(c1ccc(N2CCN(CCO)CC2)nc1)N1CCOCC1	1.3	1.7	1.3
O=C(Oc1cc(=O)oc2ccccc12)c1cccnc1Cl	-5.3	4.6	-1.6
Cc1ccc(S(=O)(=O)CCC(=O)OCC(=O)Nc2cc(S(=O)(=O)N3CCOCC3)ccc2C)cc1	-1.2	1.4	5.4

7 structures from above, sorted by length of the SMILES, low to high:
SMILES	INS-1E GSIS act	CFTR F508del cor	FN deposition inh
O=C(Oc1cc(=O)oc2ccccc12)c1cccnc1Cl	-5.3	4.6	-1.6
O=C(c1ccc(N2CCN(CCO)CC2)nc1)N1CCOCC1	1.3	1.7	1.3
Cc1cc(C)cc(NC(=O)Cn2nnc3ccccc3c2=O)c1	-1.0	-1.7	18.7
COc1cccc(C2=NOC(C(=O)Nc3ccc4c(c3)OCO4)C2)c1 (centres undefined)	-0.7	-1.8	4.6
CN(C)S(=O)(=O)c1ccc(NC(=O)/C=C/c2ccccc2Cl)cc1	-30.3	0.2	5.1
CCN1Cc2c(/C=C/c3ccccc3)nc3ccc(OC)cc3c2N(c2cccc(Cl)c2)C1	2.4	0.7	0.9
Cc1ccc(N2C(=O)C(NC(=O)c3ccccc3)(C(F)(F)F)C3=C2CC(C)(C)CC3=O)cc1 (centres undefined)	5.5	-1.7	-3.5

Whole records as entered above:
Cc1ccc(NC(=O)c2ccc3c(c2)C(=O)N(CC2CCCO2)C3=O)cc1C (centres undefined) as listed: INS-1E GSIS act = -2.2; CFTR F508del cor = -2.0; FN deposition inh = 5.1
O=C(NCc1ccccc1)[C@@H]1CCCN1C(=O)[C@H]1CCCN1C(=O)c1ccc(Cl)cc1 as listed: INS-1E GSIS act = -3.7; CFTR F508del cor = 2.8; FN deposition inh = 4.3

Later entries.
SMILES	INS-1E GSIS act	CFTR F508del cor	FN deposition inh
CCCCc1nc2sc3c(=O)[nH]cnc3c2c2c1CCCC2	-15.7	0.6	9.1
O=C(OC1CC2CC1[C@H]1CCCCN1C2=O)N1CCN(S(=O)(=O)c2ccccc2)CC1 (some centres undefined)	1.5	3.8	-5.4
CCc1cccc(C)c1NC(=O)CNCc1ccccc1	9.3	-0.5	1.3
COc1ccc(C(C(=O)NC2CCCCC2)n2c(=O)c(-c3ccco3)nc3ccccc32)cc1 (centres undefined)	-5.8	-0.8	-11.5
Fc1ccc2cc(C3=CCCCC3)ncc2c1	-16.0	-0.3	-5.8
COc1ccc(C2=Nc3ccccc3N(C(=O)c3ccncc3)C2C(=O)NC(C)(C)C)cc1 (centres undefined)	18.0	1.2	-2.5
CCc1nnc(NC(=O)CCC2CCCCC2)s1	11.0	0.0	-7.8
NC(=O)C1CCCN(C(=S)NCc2ccc3c(c2)OCO3)C1 (centres undefined)	-1.9	0.7	1.2
CC(C)NC(=O)C1(C)CSCC(=O)N1C1CCN(Cc2ccccc2)CC1 (centres undefined)	3.6	-0.1	-0.3
CCCNC(=O)NC(=O)COC(=O)/C=C/c1cc(Br)ccc1F	15.1	-0.6	17.2
C=CCNC(=O)NC(=O)COC(=O)c1ccccc1Sc1ccc(C(F)(F)F)cc1[N+](=O)[O-]	3.8	0.6	-0.1
CCCNC(=O)Cn1c(=O)/c(=C/c2ccc(-c3ccc([N+](=O)[O-])cc3)o2)s/c1=C\C(=O)C(C)(C)C	-21.9	-3.8	-286.9
CC(C)Oc1ccc(C(=O)OC(C)C(=O)Nc2nc(-c3cccc([N+](=O)[O-])c3)cs2)cc1 (centres undefined)	-6.7	-0.3	14.2
Cc1ccc(S(=O)(=O)N2CCC(C(=O)OCC(=O)N3CCCCC3C)CC2)cc1C (centres undefined)	-13.0	0.0	12.7
CCOC(=O)C1(CC2CC2)CCN(Cc2cnc(-c3ccccc3C)nc2)CC1	-7.7	-3.9	-4.2
COC(=O)[C@]12CCCCC=C1N(Cc1cccc3ccccc13)C(=O)[C@H](CC(=O)NCc1cccc(C(F)(F)F)c1)C2	-19.8	0.8	5.2
COC(=O)c1cc(C(=O)OC)cc(-n2c(C)cc(C(=O)COC(=O)CNS(=O)(=O)c3ccc(C)cc3)c2C)c1	-18.8	0.4	-5.6
CCOC(=O)C1(CC2CC2)CCN(Cc2ccc3cccc(F)c3n2)CC1	-19.2	-4.5	-17.8
COc1ccc(OC)c(NC(=O)CSc2nc3ccccc3c(=O)n2CC2CCCO2)c1 (centres undefined)	-4.0	2.0	2.1
O=C(O)c1ccccc1NSc1ccccc1[N+](=O)[O-]	-5.2	-2.8	-6.0
Cc1ccc(CNC(=O)OC2CC3CC2[C@H]2CCCCN2C3=O)cc1 (some centres undefined)	33.4	1.9	5.1
Cn1cccc1/C=N/N1CCN(c2ccccn2)CC1	-8.7	-2.5	-0.6
O=C(NNc1cccc(Cl)n1)c1cccnc1Cl	-3.3	-0.6	-8.1
O=C(NC1CCCC1)C1c2ccccc2OCC(=O)N1Cc1ccccc1 (centres undefined)	4.7	-1.5	-1.5
COc1cc(NC(=O)CSc2nccc(=O)[nH]2)c(C)cc1[N+](=O)[O-]	12.5	-1.9	6.2
CC(C(=O)Nc1ccc(S(=O)(=O)N2CCOCC2)cc1)N1CCN(c2ccccn2)CC1 (centres undefined)	7.3	0.9	-4.5
COc1ccc(-c2noc3c2-c2nc(-c4ccccc4C)sc2CC3)cc1	30.5	5.7	-4.3
Cc1cnc(C(=O)Nc2c(-c3ccccc3)[nH][nH]c2=O)cn1	9.1	3.2	0.9
CCCn1c(N)c(N(CCOC)C(=O)CSCC(=O)Nc2cccc(C)c2)c(=O)[nH]c1=O	14.9	-2.8	-2.8
O=C(Cn1c(=S)[nH]c2ncccc2c1=O)NCCc1ccccc1	-1.7	-1.9	-7.8
O=C(c1ccc(NS(=O)(=O)c2ccc(F)cc2)cc1)N1CCC1	1.1	-0.5	-1.3
COc1cc(OC)c(OC)cc1CN1CCN(Cc2ccc(SC)cc2)CC1	8.9	-0.4	-23.3
O=C1c2cc3c(cc2CCC1c1ccc2c(c1)OCO2)OCO3 (centres undefined)	-2.6	0.7	-3.2
COc1ccc(C(C)=O)cc1COc1ccc([N+](=O)[O-])c(C)c1	2.2	-1.5	5.4
CCn1c(=N)n(CC(O)c2cccs2)c2ccccc21 (centres undefined)	14.8	1.7	0.1
Cc1cc(C)c(C#N)c(SCC(=O)c2ccccc2)n1	3.0	-2.3	7.2
Cn1cc(Br)c(C(=O)NNC(=O)Nc2ccccc2C(F)(F)F)n1	23.6	-3.7	-6.8
COc1ccc(CC(=O)OCC(=O)Nc2ccc(Br)cc2)cc1	-3.4	-2.5	18.6
CC(C)(C)n1nnnc1C(c1ccccc1)N1CCN(c2ncccc2C(F)(F)F)CC1 (centres undefined)	-11.6&-15.7	0.8&-2.6	5.5&3.1
